# proKLK7 act – activators of human kallikrein-7 zymogen; AID 652039; purified proKLK7, EDANS-DABCYL substrate fluorescence; 100% is mature enzyme control, 0% vehicle; P49862; activation, % at 7 µM; 370,000 compounds, 0.9% hits;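 active = activation above the mean of all tested compounds plus 3 SD, computed per campaign excluding outliers beyond control limits, cut at about 13% in these data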
# ADAM10 inh – inhibitors of human ADAM10. AID 720582. O14672. inhibition, % at 7 µM. 370,000 compounds, 0.62% hits. recombinant ADAM10, EDANS/DABCYL FRET peptide cleavage, 3 h;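 active = inhibition above a per-campaign cutoff equal to the mean of compounds falling between control-based bounds plus 3 SD, cut at about 20% in these data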;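 also: 0% = DMSO wells while the 100% control is not disclosed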
# ADAM17 inh – inhibitors of human ADAM17. recombinant ADAM17, EDANS/DABCYL FRET peptide cleavage. inhibition, % at 6.95 µM. 370,000 compounds, 0.83% hits. AID 720648;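 active = inhibition above the mean of compounds lying between control limits plus 3 SD, set per campaign, cut at about 8.5% in these data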;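 also: 0% = DMSO-only wells as the low control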
# LEDGF integ inh – blocks HIV-1 LEDGF/p75-dependent DNA integration; TR-FRET IN-LEDGF/p75 DNA integration, Eu/Cy5; AID 743269; inhibition, % at 3.7 µM; 370,000 compounds, 0.64% hits;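 active = inhibition above the screen-wide mean plus 3 SD, cut at about 13% in these data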;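 also: signal is the Cy5 over europium emission ratio at 671 and 618 nm; 0% = plate median of compound wells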
# ARFGAP1 inh – inhibitors of rat ARFGAP1 | Q62848 | Arfgap1-stimulated ARF1 GTP hydrolysis, GDP FP detection | inhibition, % at 16.5 µM | 360,000 compounds, 0.26% hits;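 active = inhibition above a per-plate limit, mean inhibition of low control wells plus 3 SD, cut at about 25% in these data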;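 also: 0% = DMSO wells with enzyme and 100% = wells lacking Arfgap1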
# Target sequence (Q62848 1-136 limits assumed): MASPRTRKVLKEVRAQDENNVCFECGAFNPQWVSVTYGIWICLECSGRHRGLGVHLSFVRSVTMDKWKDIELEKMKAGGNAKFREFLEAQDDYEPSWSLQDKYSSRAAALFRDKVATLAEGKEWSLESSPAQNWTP
#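 Material: rat Arfgap1 GAP domain (His6, aa 1-136), purified enzyme. Also added: human ARF1(Δ1-17)-GTP substrate. Compound dosing: 16.5 µM single point, 1.26% DMSO. Timing: enzyme reaction 120 min at 25 °C after 20 min preincubation. Signal: GDP detection by fluorescence polarization. Read-out basis: percent inhibition of GAP-stimulated GDP formation, scaled between DMSO and no-Arfgap1 medians.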
# PLC-gamma1 inh – inhibitors of human phospholipase C gamma1; P19174; purified PLC-gamma1, fluorogenic substrate, fluorescence; inhibition, % at 12.2 µM; 370,000 compounds, 0.84% hits; in the data active = inhibition above about 9.5%
# TDP2 inh – TDP2 (human) inhibition, absorbance primary screen; recombinant TDP2, T5PNP hydrolysis, p-nitrophenol absorbance 415 nm; inhibition, % at 12.8 µM; 370,000 compounds, 0.34% hits;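 active = inhibition above the mean of all tested compounds plus 3 SD, set per campaign, cut at about 25% in these data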;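 also: 0% = DMSO with enzyme and 100% = buffer with substrate but no TDP2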
# Target sequence (O95551 whole entry, looked up): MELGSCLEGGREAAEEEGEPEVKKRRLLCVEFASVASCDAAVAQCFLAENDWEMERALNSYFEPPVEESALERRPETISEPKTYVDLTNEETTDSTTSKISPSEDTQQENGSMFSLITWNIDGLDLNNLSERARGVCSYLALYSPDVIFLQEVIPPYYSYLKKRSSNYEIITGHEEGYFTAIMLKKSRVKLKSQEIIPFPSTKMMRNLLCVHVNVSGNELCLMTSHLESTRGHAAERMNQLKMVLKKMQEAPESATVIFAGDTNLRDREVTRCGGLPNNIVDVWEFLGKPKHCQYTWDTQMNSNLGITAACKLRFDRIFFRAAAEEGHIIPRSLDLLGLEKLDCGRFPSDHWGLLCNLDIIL
#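 Assay system: Recombinant human TDP2 | Quantity: 120 nM TDP2 per well | Incubation: 2 h at 37 °C | Signal: Epi absorbance | Evaluation: Percent inhibition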
# Tn7 DDE FP – DD(E)-Tn7 binding inhibition, primary FP screen; AID 720508; 370,000 compounds, 0.13% hits; FP displacement of FITC-Tn7 peptide from fibrin DD(E); 0% = median of compound wells per plate; inhibition, % at 8.3 µM; P02675;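 active = inhibition above the mean of compounds falling within the control limits plus 3 SD of them, cut at about 14% in these data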;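 also: 0% = plate median of compound wells and 100% = 10 µM Aha-Tn7 peptide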
# Target sequence (P02675 whole entry, looked up): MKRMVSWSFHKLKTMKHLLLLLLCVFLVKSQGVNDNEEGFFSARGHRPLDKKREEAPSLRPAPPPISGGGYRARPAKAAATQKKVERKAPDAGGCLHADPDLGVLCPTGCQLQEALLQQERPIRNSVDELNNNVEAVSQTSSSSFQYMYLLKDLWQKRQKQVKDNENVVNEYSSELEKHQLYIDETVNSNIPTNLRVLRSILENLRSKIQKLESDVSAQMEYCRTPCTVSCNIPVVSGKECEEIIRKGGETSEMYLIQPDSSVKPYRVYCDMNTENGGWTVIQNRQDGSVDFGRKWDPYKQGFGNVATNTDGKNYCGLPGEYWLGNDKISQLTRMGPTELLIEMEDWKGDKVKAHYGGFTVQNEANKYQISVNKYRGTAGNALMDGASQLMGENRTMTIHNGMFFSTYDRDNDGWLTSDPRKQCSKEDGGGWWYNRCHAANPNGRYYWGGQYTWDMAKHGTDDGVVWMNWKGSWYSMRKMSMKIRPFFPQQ
#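 Assay system: Human fibrin DD(E) protein | Medium: Tris buffer with calcium and detergent, pH 7.8 | Reagent: 0.1 µM fluorescent Tn7 | Compound dosing: Single point at 8.3 µM | Times: 10 min preincubation, 3 h with tracer, room temperature | Detection: Fluorescence polarization of the labelled Tn7 tracer | Controls: Aha-Tn7 high control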
# ASAP1 GAP inh – inhibitors of human ASAP1 ArfGAP activity. ASAP1-stimulated ARF1 GTP hydrolysis, GDP FP detection. 360,000 compounds, 0.19% hits. Q9ULH1. inhibition, % at 16.5 µM; in the data active = inhibition above about 25%;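 also: 0% = vehicle with enzyme and substrate and 100% = no enzyme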
# Tn6 DDE FP – disrupts Tn6 cyclic peptide binding to fibrin D-Dimer-E complex | P02675 | Fibrin DD(E) TRITC-Tn6 fluorescence polarization displacement | inhibition, % at 8.3 µM | 370,000 compounds, 0.21% hits;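 active = inhibition above a per-campaign cutoff: mean of compounds within control limits plus 3 SD, cut at about 15% in these data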;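 also: 0% = median of all compound wells on the plate and 100% = blocking peptide control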
# The depositor's hits bear a star; / = not tested or not shown.
# The first five compounds as a preview:
proKLK7 act,ADAM10 inh,ADAM17 inh,LEDGF integ inh,ARFGAP1 inh,PLC-gamma1 inh,TDP2 inh,Tn7 DDE FP,ASAP1 GAP inh,Tn6 DDE FP,structure
0.1,-22,-6,-1,5,-10,3,-8,4,4,CCOC(=O)C1=C(C)NC(C)=C(C(=O)OCC)C1c1cc(N)ccc1OC(F)F
0.1,4,0,1,-3,-2,1,6,-13,8,COc1nc(C)ccc1-c1noc(-c2cccnc2)n1
0.1,-1,-1,-2,0,-2,0,5,-5,-2,Cc1occc1-c1nnc(SCC(=O)NC2CCCCC2)o1
0.1,-272,-80,2,-11,-24,11,-8,-3,2,CC(C)(C)c1ccc(-c2ncccc2O)cc1
-0.4,0,-2,3,3,1,11,-1,7,2,Cc1ncc(CO)n1Cc1ccc(Cl)cc1

# Main list, from the start:
proKLK7 act,ADAM10 inh,ADAM17 inh,LEDGF integ inh,ARFGAP1 inh,PLC-gamma1 inh,TDP2 inh,Tn7 DDE FP,ASAP1 GAP inh,Tn6 DDE FP,structure
0.1,-22,-6,-1,5,-10,3,-8,4,4,CCOC(=O)C1=C(C)NC(C)=C(C(=O)OCC)C1c1cc(N)ccc1OC(F)F
0.1,4,0,1,-3,-2,1,6,-13,8,COc1nc(C)ccc1-c1noc(-c2cccnc2)n1
0.1,-1,-1,-2,0,-2,0,5,-5,-2,Cc1occc1-c1nnc(SCC(=O)NC2CCCCC2)o1
0.1,-272,-80,2,-11,-24,11,-8,-3,2,CC(C)(C)c1ccc(-c2ncccc2O)cc1
-0.4,0,-2,3,3,1,11,-1,7,2,Cc1ncc(CO)n1Cc1ccc(Cl)cc1
-0.3,1,0,1,-6,3,7,-6,3,-4,CCN1C(=O)C(CC(=O)Nc2ccc(OC)cc2)N(CCN2CCOCC2)C1=S (configuration not stated)
0.9,5,-1,3,6,2,7,-5,-1,-8,O=C(COC(=O)c1cccnc1Cl)c1ccc(OC(F)F)cc1
-0.4,-2,-1,-8,10,5,-8,5,1,15,O=C(CC1C(=O)NCCN1C(=O)Nc1ccc(F)cc1F)Nc1cc(Cl)ccc1Cl (configuration not stated)
0.5,-8,-7,0,2,1,-4,-2,-4,-12,COc1ccc(S(=O)(=O)N2CCCC(C(=O)NCC3CCCO3)C2)cc1C (configuration not stated)
-0.7,12,10*,4,12,3,2,-2,11,1,CCc1ccc(NS(=O)(=O)c2ccc3[nH]cc(C(=O)N4CCc5ccccc54)c(=O)c3c2)cc1
-1.1,-3,-3,-1,-5,1,5,-7,-8,-1,CN(Cc1cccc(F)c1)C(=O)C1CC(=O)N(Cc2ccco2)C1 (configuration not stated)
-0.2,0,0,-1,-3,1,3,-2,3,5,COc1ccccc1NS(=O)(=O)c1cc(C(=O)NCC(c2cccs2)N2CCOCC2)ccc1C (configuration not stated)
-1.0,5,6,6,8,-47,-7,-3,4,-7,O=[N+]([O-])CC(=Nc1ccc(Cl)cc1)N/N=C\c1oc(O)c2ccccc12
0.1,-2,-4,0,-5,0,-6,-6,4,2,Cc1ccccc1NC(=O)NC1(C(=O)NCCCN2CCOCC2)CCCCC1
0.8,0,5,2,0,5,0,-10,6,3,O=C(COC(=O)/C=C/c1ccc(Cl)cc1)NC1CCCCCC1
-0.5,0,-6,-4,4,0,12,0,-3,-5,CCOC(=O)CNC(=O)c1cc(-c2ccccn2)nc2c(C)c(Cl)ccc12
-0.1,-3,-5,-2,-3,0,0,6,-9,10,CN(C)c1nc(-c2ccccc2)nnc1C(F)(F)F
0.2,-2,-1,-2,6,1,9,2,13,-5,CCOc1ccc(OCC(O)CN2CCc3ccccc3C2)cc1 (configuration not stated)
-6.1,-9,0,2,9,-110,-1,-9,9,0,Cc1ccc(S(=O)(=O)Nc2ccc(Nc3nccn4c(-c5cccc(OC(F)(F)F)c5)cnc34)cc2)cc1
-0.2,-2,-3,5,-11,-5,11,-3,8,3,Cc1ccccc1NC(=O)CSc1nc2[nH]c(=O)cc(O)c2s1
-0.1,-50,-17,-1,-7,0,10,11,10,7,Cc1c(OC(C)C(=O)NCC2CCC(C(=O)O)CC2)ccc2c3c(c(=O)oc12)CCCC3 (configuration not stated)
0.2,25*,10*,0,7,3,-1,-1,6,-22,O=C(Nc1ccc(OC(F)F)cc1)Nc1cccc(C(F)(F)F)c1
-0.4,3,-2,0,9,0,2,3,-6,1,CCOC(=O)c1c(C)oc2cc(Br)c(OCC(N)=O)cc12
0.1,1,-3,3,4,-8,7,-3,-11,-2,Cc1[nH]n(-c2ccc(Br)cc2)c(=O)c1/C=N/NC(=O)c1ccccc1
-0.2,2,-1,1,5,1,-4,-7,-1,-2,CCOC(=O)c1cccc(NC(=O)CSc2nnc(COc3ccc(Cl)cc3)o2)c1
0.5,-3,-2,-1,-7,-1,1,-3,-5,6,COc1ccc(-c2noc(CCC(=O)NCC3CCN(Cc4cccc(C)c4)CC3)n2)cc1
-0.2,9,-2,0,5,2,3,1,-11,2,CCN1CCN(CC2COc3ccccc3O2)CC1 (configuration not stated)
0.0,1,2,0,-6,2,-1,-2,-10,9,COc1ccc(S(=O)(=O)N(C)C[C@H]2Oc3ccc(NS(=O)(=O)c4cccs4)cc3CC(=O)N([C@H](C)CO)C[C@H]2C)cc1
1.6,-162,-43,-2,-3,-140,1,-9,-3,-6,COc1cc(-c2cnc3c(NC(C)=O)cc(-c4ccccc4CN(C)C)cn23)cc(OC)c1OC
0.4,27*,8,1,3,2,5,4,13,-8,O=C(Nc1ccc(S(=O)(=O)Nc2nccs2)cc1)c1cc(-c2ccccc2)nc2ccccc12
-0.3,-4,-3,-3,1,1,-7,-2,-17,-2,COCc1c(C(=O)OC)nnn1-c1ccccc1
1.1,3,0,-1,4,1,4,4,16,7,C[C@H](CO)N1C[C@H](C)[C@H](CN(C)C(=O)Nc2cccc(F)c2)Oc2cc(Br)ccc2S1(=O)=O
-0.4,-5,4,4,-5,3,-12,1,1,0,CN(CC(=O)Nc1c(Cl)cccc1Cl)C(=O)C1CC(=O)N(Cc2ccccc2)C1 (configuration not stated)
0.7,-6,1,2,-3,3,-8,-5,-5,6,O=C(Cc1ccccc1)c1c[nH]c(C(=O)NCc2ccncc2)c1
-0.4,4,0,-4,7,0,-13,1,-5,2,C/C(=N\NC(=S)NCc1ccccc1)c1ccc(Cl)s1
-0.2,-1,-2,-3,-3,0,12,6,6,7,O=C(CCN1CCN(CCO)CC1)Nc1ccc(F)c(F)c1
0.6,15,5,3,-2,-2,-3,1,11,0,CCS(=O)(=O)N1Cc2ccccc2CC1C(=O)Nc1nnc(SCc2ccc(C#N)cc2)s1 (configuration not stated)
-3.4,-93,-39,-1,-3,-75,10,-5,14,1,Cc1c(C(=N)C(C#N)C#N)c(=N)oc2c1ccc1ccccc12
-0.4,-3,1,-2,4,0,-14,-11,4,-14,CC(C)NC(=O)c1nc2c(nnn2Cc2cccc(Cl)c2)c(=O)[nH]1
0.4,2,-2,0,-4,2,8,-3,6,5,Nc1ccn([C@@H]2O[C@H](CO)[C@@H](O)C2O)c(=O)n1 (some centres not stated)
0.1,-11,4,-9,-1,5,8,-1,-2,-1,CCN(CC)CC(C)(C)C(=O)/C=C/c1ccc(/C=C/C(=O)C(C)(C)CN(CC)CC)cc1
0.4,10,-1,4,4,2,-11,-4,-2,3,COc1ccccc1NC(=O)C1CCCN1C(=O)NC1CCCCC1 (configuration not stated)
-0.2,-4,-4,0,5,-2,4,-5,-2,13,CCO[C@@H]1OC(C(=O)NC2CC2)=C[C@H](c2ccccc2)[C@H]1CCCO
0.1,-5,-2,-4,-6,2,9,1,3,5,Nc1nc(SCC(=O)NCCc2ccccc2)[nH]c(=O)c1-c1ccccc1
0.0,-1,-3,2,5,-2,0,6,4,0,CCOC(=O)c1c(C)[nH]c(C(=O)COC(=O)c2cnc(C)cn2)c1C
0.0,4,1,0,-6,1,-15,2,11,9,O=C(NC1(Cc2ccc(O)cc2)CCCCC1)c1ccccc1
0.4,-2,1,-1,0,3,0,4,10,0,CCNc1ccc(P(=O)(c2ccccc2)c2ccccc2)cc1
-0.3,-9,-3,-4,3,-5,-8,0,-5,-1,O=C(N/C(=C/c1ccco1)C(=O)N1CCOCC1)c1cccs1
0.3,-10,0,-1,/,0,-8,-1,/,-8,O=C(NCCCc1ccccc1)OC1CCC12CCC(c1ccccc1)CC2 (configuration not stated)
0.1,-3,0,4,3,0,1,-4,14,-7,O=[N+]([O-])c1cccc(-c2noc(COc3ccccc3)n2)c1
0.4,-3,-6,-4,4,1,9,9,1,4,CCNC(=O)C(Cc1ccccc1)NC(=O)OCc1ccccc1 (configuration not stated)
0.3,-6,-4,-1,3,-2,-1,-1,-15,1,CCc1cccc(C)c1NC(=S)NCC(c1cccnc1)N1CCOCC1 (configuration not stated)
3.5,-24,-5,-6,-10,0,-4,6,6,0,CC(CCl)n1c(=O)c2ccccc2n1C(=O)c1ccccc1 (configuration not stated)
0.5,0,2,-3,8,3,-3,4,3,-5,COc1ccc(-c2noc(N3CCC(C(=O)Nc4cccc(OC)c4)CC3)n2)cc1
2.2,-1,-2,32*,8,-14,55*,7,1,125*,CCC(=Nc1ccc(N)cc1)C1=C(O)C(C(=O)OC)C(C)(C)CC1=O (configuration not stated)
0.0,2,3,1,-8,3,9,2,5,8,N#Cc1ccccc1OCC(=O)N1CC(=O)Nc2ccccc21
0.5,-18,-2,-2,13,-7,1,1,6,0,Cc1ccc(-c2cc(C(F)F)n3ncc(C(=O)N4CCN(c5ccccn5)CC4)c3n2)cc1
-0.8,-12,-4,-2,-11,-5,7,2,-3,4,CCc1c(O)cc(=O)n(-c2ccccc2)c1-c1ccccc1
-0.4,1,1,22*,-96,5,25*,4,-67,9,CN(C)c1ccc(N=Cc2cccn2C)cc1
-0.4,-2,-1,3,-4,1,0,0,3,0,O=C(Cn1ccc(=O)[nH]c1=O)NCCO
0.1,1,-1,2,3,-2,11,0,2,1,O=C(NCCN1C(=O)S/C(=C/c2cccnc2)C1=O)c1cccs1
0.0,-11,-3,-3,1,-1,1,-1,20,-3,CCOc1ccc(C(=O)Nc2ccc(S(=O)(=O)N3C[C@@H]4C[C@@H](C3)c3cccc(=O)n3C4)cc2)cc1
0.8,-2,-2,-2,0,1,-1,4,-4,3,Cn1c(N)c(C(=O)COC(=O)CCC2CCCCC2)c(=O)n(C)c1=O
